Screening results as filed in PubChem.
Luc counter = Kinase-Glo luciferase inhibition (counter-screen). Q27757. hit rate 0.28% among 200,000. Kinase-Glo luciferase, ATP luminescence, 8 min. Potency, µM (doses to about 38.3 µM), for the others: at the highest dose activity change, negative = inhibition, most hits filed as inhibitors; note: potency is the fitted concentration of half-maximal effect; % is set by controls: 0 for no effect and ±100 for the full control effect; nearly all actives have a fitted effect of over 60% in size
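Compound is pinned into ATP-containing buffer (10 uM ATP, imidazole pH 7.2, 7 mM MgCl2). Kinase-Glo luciferase reagent is then added. Light output is recorded following an 8-min room-temperature incubation.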
Epigenetic derep = epigenetic control regulation, reporter derepression | murine LDR cells, GFP reporter derepression, 30 h | Potency, µM (top dose mostly 53.9 µM), inactives show at the highest dose GFP activation, most hits filed as activators | hit rate 0.2% among 280,000 | AID 1865; note: potency is the fitted concentration of half-maximal effect; % of control where 0% means no effect; nearly all actives have a fitted effect of over 60% in size
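Murine LDR cells bearing a silenced CMV-driven GFP reporter were exposed to compound for 30 h at 37 C. After PBS washes, GFP-positive cells (20-120 um objects) counted by laser-scanning microplate cytometry.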
Lamin A splicing = LMNA splicing modulation; HeLa LMNA splicing GFP/RFP minigene ratio, 48 h; hit rate 0.01% among 200,000; Potency, µM (series often up to 46.1 µM), without a hit: at the top dose ratio change, negative = inhibition, hits mostly inhibitors; active = well fitted inhibition curve with a large enough effect in the signal ratio, with a control signal flat, not every such curve was filed as active; inconclusive = small, poorly fitted or top-dose-only effect, or effect the other way, or a change in a side signal; the % refers to the signal ratio; note: potency is the fitted concentration of half-maximal effect; % is set by controls: 0 for no effect and ±100 for the full control effect
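S3 HeLa stable clones carrying a lamin A-EGFP splicing minigene plus DsRed2 were seeded at 600 cells/well in Opti-MEM with 2% FBS, pin-dosed and incubated 48 h at 37°C. Acumen cytometry (488 nm) gave the GFP/RFP total-intensity ratio.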
HttQ103 aggreg = inhibitors of mutant huntingtin aggregate formation in PC12 cells; Potency, µM (doses to about 46.1 µM), for inactives: at the highest dose activity change, negative = inhibition, actives largely listed as inhibitors; hit rate 1.1% among 220,000; PC12 HttQ103-GFP aggregates, Acumen cytometry, 40 h; AID 1688; note: potency is the fitted concentration of half-maximal effect; % is set by controls: 0 for no effect and ±100 for the full control effect; nearly all actives have a fitted effect of over 60% in size
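Inducible Q103 Huntingtin exon 1–GFP PC12 line, 1500 cells/well in phenol red free DMEM with 5% equine and 5% calf serum. Tebufenozide 100 nM induced expression; compounds titrated; aggregates quantified by cytometry.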
NPSR antag = blocks cAMP signaling of the human neuropeptide S receptor; Q6W5P4; CHO-NPSR cells, cAMP TR-FRET, antagonist mode; Potency, µM (top dose mostly 38.3 µM), for the others: top-dose activity change, negative = inhibition, most hits filed as inhibitors; hit rate 1% among 220,000; note: potency is the fitted concentration of half-maximal effect; % is set by controls: 0 for no effect and ±100 for the full control effect; nearly all actives have a fitted effect of over 50% in size; many of its hits are not listed in these tables
Target sequence (Q6W5P4 whole entry, looked up): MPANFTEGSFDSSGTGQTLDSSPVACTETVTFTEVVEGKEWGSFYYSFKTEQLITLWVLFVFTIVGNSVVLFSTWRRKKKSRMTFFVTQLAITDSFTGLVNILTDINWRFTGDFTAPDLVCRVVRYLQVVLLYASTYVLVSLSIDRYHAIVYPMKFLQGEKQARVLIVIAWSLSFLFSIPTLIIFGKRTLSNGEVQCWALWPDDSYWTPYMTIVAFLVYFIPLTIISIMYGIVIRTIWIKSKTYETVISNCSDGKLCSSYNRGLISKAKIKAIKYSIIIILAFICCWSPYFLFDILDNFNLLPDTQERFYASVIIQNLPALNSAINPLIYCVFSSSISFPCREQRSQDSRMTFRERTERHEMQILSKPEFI
IMPase Li inh = cell-permeable IMPase inhibitors with lithium potentiation; CHO-M1 cells, IP1 TR-FRET (IP-One), carbachol + lithium; hit rate 0.35% among 210,000; AID 1457; Potency, µM (doses to about 59.4 µM), inactives show top-dose activity, negative = IMPase inhibition, actives largely listed as inhibitors;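 note: IP1 builds up when IMPase is blocked and the TR-FRET signal falls; potency is the fitted concentration of half-maximal effect; plate controls were basal vehicle for no effect and high inhibitor control for full effect; nearly all actives have a fitted effect of over 50% in size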
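IP1 accumulation measured by competitive TR-FRET in lysed CHO-M1 cells after 30 min compound exposure at 37C, with a small lithium addition to potentiate weak responses. Hill-equation AC50 from ratio and donor-channel data.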
CBFb-RUNX1 inh = CBF-beta/RUNX1 interaction disruption | Potency, µM (highest dose often 59.8 µM), for inactives: top-dose activity, negative = inhibition, hits mostly inhibitors | AlphaScreen CBFb-His/RUNX1-biotin binding, biochemical | AID 1477 | 230,000 tested, under 10 active; note: % of control where 0% means no effect
Target sequence (Q01196 whole entry, looked up): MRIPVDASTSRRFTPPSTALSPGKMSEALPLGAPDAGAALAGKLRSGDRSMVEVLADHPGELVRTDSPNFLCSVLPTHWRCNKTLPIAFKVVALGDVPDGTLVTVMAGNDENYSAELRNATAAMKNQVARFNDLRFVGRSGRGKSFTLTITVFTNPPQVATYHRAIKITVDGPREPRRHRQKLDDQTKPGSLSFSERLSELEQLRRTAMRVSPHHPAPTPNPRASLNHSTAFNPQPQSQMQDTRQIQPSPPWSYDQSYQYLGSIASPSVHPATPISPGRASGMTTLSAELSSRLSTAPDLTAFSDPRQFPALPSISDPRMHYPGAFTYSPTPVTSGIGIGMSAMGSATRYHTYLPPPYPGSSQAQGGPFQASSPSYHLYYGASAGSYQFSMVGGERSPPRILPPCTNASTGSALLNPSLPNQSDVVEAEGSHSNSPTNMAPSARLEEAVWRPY
Target sequence (Q13951 whole entry, looked up): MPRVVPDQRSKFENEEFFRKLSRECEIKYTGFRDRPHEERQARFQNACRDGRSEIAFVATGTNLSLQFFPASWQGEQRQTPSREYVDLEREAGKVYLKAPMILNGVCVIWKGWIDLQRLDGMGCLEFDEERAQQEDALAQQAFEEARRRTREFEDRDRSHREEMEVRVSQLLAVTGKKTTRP
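AlphaScreen binding: CBFb-His and RUNX1-biotin (30 nM each) preincubated 20 min, compound added for 15 min, then nickel and streptavidin beads for 90 min, all at room temperature. Disruption of the interaction by any mechanism counts as activity.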
* hit, by the source's call; ? = inconclusive; / = no result given; & = joins results of further samples; [ ] = remark or other dose. Unless noted, calls come from the whole dose curve; as a rule, active = well fitted curve in the direction sought with a large enough effect; inconclusive = small, poorly fitted or top-dose-only effect, or another doubt; inactive = no such curve, though single readings can be large; an effect the other way counts as inactive or inconclusive.

entry | compound | Luc counter | Epigenetic derep | Lamin A splicing | HttQ103 aggreg | NPSR antag | IMPase Li inh | CBFb-RUNX1 inh
1 | CCOC(=O)c1ccc(NC(=O)CSc2nnc(NC(=O)c3ccc(S(=O)(=O)N4CCOCC4)cc3)s2)cc1 | 2% | 0.0% | -3% | -15% | 0% | -1% | 0%
2 | O=C(NCc1cccs1)C1CCN(S(=O)(=O)c2ccc(Br)s2)CC1 | -1% | 0.0% | -1% | -10% | -12%[46.1 µM] | 8%[38.3 µM] | -1%
3 | CCN1C=CC(=C2C(=O)c3ccccc3C2=O)C=C1 | 5µM* | 7.6% | -6% | 2% | -9%[46.1 µM] | -4%[38.3 µM] | 0%
4 | O=C(OCc1ccccc1)Oc1cncc(C(=O)O)c1 | -2% | -0.7% | 3% | ? | -18%[46.1 µM] | -17%[38.3 µM] | 3%
5 | COc1cc(C(=O)OC(C)CN2CCOCC2)cc(OC)c1OC (configuration not stated) | -2% | -1.6%&-0.9% | 1% | 34% | -1%[46.1 µM] | -2%[38.3 µM] | 3%&7%
6 | COc1ccc(-c2nc(N3CCCCCC3)sc2C(=O)c2ccccc2)cc1 | -4% | 0.3% | 11% | ? | 5µM* | 3%[38.3 µM] | ?
7 | Cn1cc(Cl)c(C(=O)N2CCN(c3ncccn3)CC2)n1 | -1% | 0.0% | -6% | -2% | 17% | 2% | 4%
8 | O=C(NCCCN1CCOCC1)c1cccc(S(=O)(=O)Nc2cc(Cl)ccc2Cl)c1 | 3% | -2.6% | ? | -12% | -24% | 3% | 7%
9 | CN(c1ccc(C(=O)Nc2ccc(S(=O)(=O)N3CCCC3)cc2)cc1)S(C)(=O)=O | 0% | 0.0% | -5%[46 µM] | 14%[9.22 µM] | 3% | 2% | -6%
10 | Cc1cc(C)n(-c2ccc(C(=O)OCc3nnc(-c4ccccc4)o3)cc2)n1 | -8% | -0.8% | 2% | -11% | 1%[46.1 µM] | -27%[38.3 µM] | 18%
11 | O=c1c2ccccc2n(Cc2cccc(F)c2)c(=O)n1C1CCCC1 | 3% | 2.3% | 2% | -22% | ? | 43%[activator][38.3 µM] | 16%
12 | COc1ccc(C(=O)CSc2nc(N)nc(SC)c2C#N)cc1 | 1% | -1.5% | -1% | -11% | 10%[46.1 µM] | 6.3µM* | 0%
13 | Cc1cc(NC(=O)c2c(Cl)c(C)nn2C)no1 | -2% | 0.0% | 6% | -5% | -12%[46.1 µM] | -7%[38.3 µM] | 2%
14 | COc1ccc(C(C)=O)cc1CN1CCCCC1 | -1% | 1.0% | -17% | -39% | -11%[46.1 µM] | -9% | -20%
15 | COc1ccc(C(NC(=O)C2C3C=CC(C3)C2C(=O)O)c2ccccc2)cc1 (configuration not stated) | 0% | 1.6% | / | -9%[9.22 µM] | -11% | 3% | 3%
16 | CSc1ccccc1NC(=O)Cn1ccsc1=N | 5% | -0.3% | ? | 4% | 6% | 11% | -2%
17 | CCOc1ccc(-c2[nH]ncc2Oc2cccc(OC)c2)c(O)c1 | -2% | 0.0% | -7% | 10% | -23%[46.1 µM] | -3%[38.3 µM] | 1%
18 | Cc1ccnc(NS(=O)(=O)c2ccc(NC(=O)C3CCCCC3)cc2)n1 | 0% | 0.0% | 11% | 18% | -26%[46.1 µM] | -2%[38.3 µM] | 4%
19 | COC(=O)c1cc(-c2ccc3c(c2)OCO3)nc2ccccc12 | -6% | -4.0% | 12% | 12%[9.22 µM] | -13%[46.1 µM] | 14%[38.3 µM] | ?
20 | O=C(Nc1cc(Cl)ccc1O)C1CCCO1 (configuration not stated) | -2% | -4.5% | -1% | 9% | 6%[46.1 µM] | -7%[38.3 µM] | 9%

Quoted at random: 6 records from the list.
entry | compound | Luc counter | Epigenetic derep | Lamin A splicing | HttQ103 aggreg | NPSR antag | IMPase Li inh | CBFb-RUNX1 inh
5 | COc1cc(C(=O)OC(C)CN2CCOCC2)cc(OC)c1OC (configuration not stated) | -2% | -1.6%&-0.9% | 1% | 34% | -1%[46.1 µM] | -2%[38.3 µM] | 3%&7%
8 | O=C(NCCCN1CCOCC1)c1cccc(S(=O)(=O)Nc2cc(Cl)ccc2Cl)c1 | 3% | -2.6% | ? | -12% | -24% | 3% | 7%
7 | Cn1cc(Cl)c(C(=O)N2CCN(c3ncccn3)CC2)n1 | -1% | 0.0% | -6% | -2% | 17% | 2% | 4%
18 | Cc1ccnc(NS(=O)(=O)c2ccc(NC(=O)C3CCCCC3)cc2)n1 | 0% | 0.0% | 11% | 18% | -26%[46.1 µM] | -2%[38.3 µM] | 4%
1 | CCOC(=O)c1ccc(NC(=O)CSc2nnc(NC(=O)c3ccc(S(=O)(=O)N4CCOCC4)cc3)s2)cc1 | 2% | 0.0% | -3% | -15% | 0% | -1% | 0%
11 | O=c1c2ccccc2n(Cc2cccc(F)c2)c(=O)n1C1CCCC1 | 3% | 2.3% | 2% | -22% | ? | 43%[activator][38.3 µM] | 16%

The main list resumes with the 2 entries that preceded the break.
entry | compound | Luc counter | Epigenetic derep | Lamin A splicing | HttQ103 aggreg | NPSR antag | IMPase Li inh | CBFb-RUNX1 inh
19 | COC(=O)c1cc(-c2ccc3c(c2)OCO3)nc2ccccc12 | -6% | -4.0% | 12% | 12%[9.22 µM] | -13%[46.1 µM] | 14%[38.3 µM] | ?
20 | O=C(Nc1cc(Cl)ccc1O)C1CCCO1 (configuration not stated) | -2% | -4.5% | -1% | 9% | 6%[46.1 µM] | -7%[38.3 µM] | 9%
21 | COCc1cc(C)nc(SCC(=O)Oc2ccccc2)c1C#N | 7% | -1.0% | / | 2% | 0% | 11% | 61%
22 | Nc1ccc2c(c1)CC(=O)c1ccccc1S2 | 4% | -1.1% | 0% | -15% | 20% | -17% | -4%
23 | CCC(Sc1nc2sc(C(=O)OC)c(C)c2c(=O)n1N)C(=O)NCC1CCCO1 (configuration not stated) | -4% | -6.3% | -8% | -3% | -2%[46.1 µM] | 3%[38.3 µM] | 10%
24 | COc1ccc(COC(=O)N/N=C(\C)CC(=O)Nc2ccc(Cl)cn2)cc1 | / | -1.0% | / | 4%[9.22 µM] | 12% | / | 7%
25 | COc1ccc(-n2c(SCC(=O)NCC3CCCO3)nc3n[nH]c(C)c3c2=N)cc1 (configuration not stated) | / | -1.1% | ? | -32% | -24%[46.1 µM] | / | -22%
26 | C[C@@H]1NC(=O)c2cc([N+](=O)[O-])cc(I)c2OCC[C@@H](C(=O)NC(CC(=O)O)C(N)=O)NC(=O)[C@H](CCC(=O)O)NC1=O (some centres not stated) | -1% | 0.5% | -3% | -2% | 9% | -2% | -5%[2.36 µM]
27 | CN1c2ccccc2C(C)(C)C12CC(c1cccc(S(=O)(=O)N3CCCC3)c1)=NO2 (configuration not stated) | -2% | 0.6% | ? | -28% | 5% | 0% | 6%
28 | CN(C)c1nc(SCC#N)nc(N(C)C)n1 | 1% | -1.2% | -10% | -24% | -6%[46.1 µM] | -4% | 4%
29 | CC(=O)OCC(=O)[C@@]1(O)CC[C@H]2[C@@H]3CCC4=CC(=O)C=C[C@]4(C)[C@@]3(Cl)[C@@H](Cl)C[C@@]21C | / | 0.0% | / | 0%[9.22 µM] | 9% | / | 1%
30 | Cn1ccnc1SCC(=O)c1cccc(Br)c1 | -8% | -0.7% | -1% | 3% | -13%[46.1 µM] | 17%[38.3 µM] | -5%
31 | COCc1ccc(O)c2ncccc12 | -3% | 4.5µM* | 17% | 11µM* | 4µM* | 23%[38.3 µM] | /
32 | CC1(C)CC(=O)c2c(oc3ccc(NS(=O)(=O)c4cccc5cccnc45)cc23)C1 | / | -6.6% | / | ? | 51% | / | -3%
33 | O=C(NC1CCCC1)C(=O)N(Cc1cccnc1)C(C(=O)NCc1ccco1)c1ccccc1F (configuration not stated) | -1% | -0.4% | ? | -18%[9.22 µM] | 7% | 18% | 0%
34 | CCn1ccnc1CN(C)Cc1cn[nH]c1-c1ccc(F)cc1F | 0% | -4.0% | / | -19%[9.22 µM] | 8% | 16% | -10%
35 | CCc1cccc(OCCN2CCCC2)c1 | -2% | -1.3% | 2% | 15% | 8% | 9% | -2%
36 | O=C(CCn1c(=S)[nH]c2ccccc2c1=O)NCCCN1CCCC1=O | 1% | 0.0% | ? | -3% | -1%[46.1 µM] | 3%[38.3 µM] | 1%
37 | N#Cc1c(/N=C/c2ccco2)oc(-c2ccccc2)c1-c1ccccc1 | 3% | 0.8% | 6% | -6% | -9%[46.1 µM] | -6%[38.3 µM] | 15%
38 | COc1ccccc1NS(=O)(=O)c1cccc(NC(=O)c2ccc3ccccc3n2)c1 | 1% | -1.0% | ? | -29% | 1% | 2% | -2%
39 | c1csc(-c2nc3ccccn3c2NC2CCCCC2)c1 | 4% | 0.1% | -14%[46 µM] | 30% | -47% | 6% | 13%
40 | COc1ccc(NC(=O)CCN2C(=O)/C(=C/c3ccc4c(c3)OCO4)SC2=S)cc1 | / | 4.1% | / | -16%[9.22 µM] | 3% | / | 3%

Following part
Each structure is followed by: Luc counter, Epigenetic derep, Lamin A splicing, HttQ103 aggreg, NPSR antag, IMPase Li inh, CBFb-RUNX1 inh
41: CCCCN1CC(COc2ccccc2)OC1=O (configuration not stated)
 : -6%, -1.1%, 11%, 17%, -8%[46.1 µM], 11%[38.3 µM], 2%
42: NC(N)=Nc1nc(C2COc3ccccc3O2)cs1 (configuration not stated)
 : 1%, 0.0%, ?, -6%, 1%[46.1 µM], 5%, 0%
43: CCOc1ccc(/C=C/C(=O)Nc2ccc(N3CCOCC3)cc2)cc1
 : -7%, 0.9%, ?, 25%, -5%[46.1 µM], 0%[38.3 µM], 5%
44: O=C(COC(=O)C1=COCCO1)NC(=O)c1ccc(OC(F)F)cc1
 : 2%, 0.0%, -6%[9.22 µM], 8%, 16%, -4%, 10%
45: CSc1cccc(NC(=S)N(Cc2ccccc2)Cc2cccnc2)c1
 : -1%, 0.1%, /, -14%, -30%, 8%, -3%
46: CC(Oc1ccc(-c2nccc(-c3ccccn3)n2)cc1)C(=O)NN (configuration not stated)
 : -2%, -1.2%, 1%, -3%, -6%[46.1 µM], 16%[38.3 µM], 1%

These rows are one share of the data; rates above refer to the full screens.
